# TEAD-YAP block – TEAD-YAP interaction inhibition. actives 1.4% (n = 640,000). inhibition, % at 9.12 µM. HEK-TIYL cells, TEAD-Gal4/YAP UAS-luciferase luminescence; in the data active = inhibition above about 32%;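 also: 0% = median of test compound wells and 100% = reference inhibitor wells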
# MITF primary – human MITF inhibition, primary screen; inhibition, % at 2.6 µM; AlphaScreen MITF homodimerization, bead proximity signal; actives 0.91% (n = 650,000); AID 1259374; O75030; in the data active = inhibition above about 50%;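 also: 0% = vehicle wells with protein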
# GPR151 ag – human GPR151 activation; Q8TDV0; PathHunter beta-arrestin GPR151 cells, luminescence; activation, % at 11.2 µM; actives 1% (n = 650,000); in the data active = activation above about 4.9%;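 also: 0% = median of compound wells and 100% = cells with positive control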
# Target sequence (Q8TDV0 whole entry, looked up): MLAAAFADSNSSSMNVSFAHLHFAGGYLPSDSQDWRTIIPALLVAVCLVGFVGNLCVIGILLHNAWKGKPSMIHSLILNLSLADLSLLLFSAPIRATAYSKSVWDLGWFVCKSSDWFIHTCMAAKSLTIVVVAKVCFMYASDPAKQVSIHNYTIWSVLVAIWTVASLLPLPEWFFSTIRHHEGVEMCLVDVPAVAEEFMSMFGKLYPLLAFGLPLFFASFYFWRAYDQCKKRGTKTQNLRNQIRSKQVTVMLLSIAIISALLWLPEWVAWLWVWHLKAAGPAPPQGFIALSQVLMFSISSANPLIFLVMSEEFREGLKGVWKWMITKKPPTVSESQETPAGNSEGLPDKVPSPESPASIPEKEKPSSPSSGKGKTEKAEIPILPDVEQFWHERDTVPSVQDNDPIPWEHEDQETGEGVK
# FBW7 act – human FBW7 E3 ligase activation, primary screen; Q969H0; AlphaScreen FBW7–phospho-cyclin E peptide binding, activator screen; normalized activity (activation), % at 26.1 µM; actives 0.13% (n = 650,000); AID 1259310; in the data active = normalized activity above about 1.9%;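 also: purified mutant Fbw7 with reduced substrate affinity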
# Target sequence (Q969H0 whole entry, looked up): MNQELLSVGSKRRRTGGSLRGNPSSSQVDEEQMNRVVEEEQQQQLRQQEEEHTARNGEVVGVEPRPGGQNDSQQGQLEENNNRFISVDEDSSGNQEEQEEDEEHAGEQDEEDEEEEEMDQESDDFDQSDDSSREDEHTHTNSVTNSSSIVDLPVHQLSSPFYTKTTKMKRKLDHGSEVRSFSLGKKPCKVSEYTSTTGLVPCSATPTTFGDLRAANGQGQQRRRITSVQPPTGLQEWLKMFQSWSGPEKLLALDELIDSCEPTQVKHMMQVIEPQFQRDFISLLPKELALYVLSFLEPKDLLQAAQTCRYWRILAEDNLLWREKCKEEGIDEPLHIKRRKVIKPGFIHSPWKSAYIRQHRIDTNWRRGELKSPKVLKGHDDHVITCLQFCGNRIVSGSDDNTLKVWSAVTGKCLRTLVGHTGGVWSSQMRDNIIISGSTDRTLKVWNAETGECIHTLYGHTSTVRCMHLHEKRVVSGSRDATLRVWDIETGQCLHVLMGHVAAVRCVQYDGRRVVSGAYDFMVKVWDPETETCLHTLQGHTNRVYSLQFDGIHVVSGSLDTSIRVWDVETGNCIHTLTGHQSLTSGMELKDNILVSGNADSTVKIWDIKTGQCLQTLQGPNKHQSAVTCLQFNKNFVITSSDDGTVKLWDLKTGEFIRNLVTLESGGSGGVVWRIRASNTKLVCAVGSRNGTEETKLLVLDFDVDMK
# The depositor's hits bear a star.
# The first 2 compounds, ahead of the listing:
SMILES,TEAD-YAP block,MITF primary,GPR151 ag,FBW7 act
COc1ccc(-c2cccc(C(=O)Nc3ccc(Oc4ccccc4)cc3)c2)cc1,-6.9,27.9,0.4,0.4
COc1cccc(CN2CCN(S(=O)(=O)c3cccc([N+](=O)[O-])c3)CC2)c1,2.4,12.0,-1.1,-0.2

# This part in full (from the top)
SMILES,TEAD-YAP block,MITF primary,GPR151 ag,FBW7 act
COc1ccc(-c2cccc(C(=O)Nc3ccc(Oc4ccccc4)cc3)c2)cc1,-6.9,27.9,0.4,0.4
COc1cccc(CN2CCN(S(=O)(=O)c3cccc([N+](=O)[O-])c3)CC2)c1,2.4,12.0,-1.1,-0.2
C#CCOc1c(Br)cc(C2C(C(=O)OC)=C(C)NC3=C2C(=O)c2ccccc23)cc1OC (stereo unspecified),-1.0,0.0,-1.1,-0.2
CC(C)(CC(=O)OCC(=O)c1ccccc1)CC1=NS(=O)(=O)c2ccccc2N1,10.7,-6.3,0.6,-0.4
Cc1ccc(-c2cnn3c(NCCc4cccnc4)ccnc23)cc1,-53.2,-8.1,1.5,0.1
Cn1c(=O)cc(NCc2ccc(Cl)cc2)n(Cc2ccccc2)c1=O,-5.4,-1.1,-1.4,0.0
CCCC1(C2CCN(C(=O)c3cc(C(C)C)[nH]n3)CC2)NC(=O)N(CC2CCCO2)C1=O (stereo unspecified),-17.3,9.1,0.2,-0.2
CCNC(=O)N1CCc2nc(-c3ccccc3)nc(N3CCCCCC3)c2C1,-6.9,13.9,1.7,0.0
CCc1cc(C(=O)OC)c(NC(=O)/C=C/C(=O)O)s1,8.9,1.8,0.0,-0.2
Cc1ccc(C(=O)N/C(=C\c2cn(-c3ccccc3)nc2-c2ccccc2)C(=O)NCc2ccccc2)cc1,-9.9,-15.4,-0.5,0.0
CC(=O)Nc1sc2c(c1C(N)=O)CC(C)CC2 (stereo unspecified),1.1,6.5,0.2,-0.1
c1cnc2c(Oc3ncnc4sc5c(c34)CCCC5)cccc2c1,6.9,-1.6,-0.7,-0.2
Cn1cc(/C=N/NC(=O)c2cccnc2)c2ccccc21,-14.7,8.3,0.1,0.1
O=C(COC(=O)c1cc(F)c(F)cc1Cl)NC1CCS(=O)(=O)C1 (stereo unspecified),-1.9,-1.5,-0.2,-0.1
Cc1cc2cc(CN(Cc3ccco3)C(=O)C3CCC3)c3nnnn3c2cc1C,-0.3,18.4,-0.2,0.0
O=C1CN(C(=O)c2ccc3c(c2)OCO3)C(c2ccccc2)c2cc(F)ccc2N1 (stereo unspecified),-3.3,-7.3,-1.4,-0.1
CCOC(=O)C1=c2s/c(=C/c3ccc(C(C)C)cc3)c(=O)n2C(N)=C(C(=O)OC)C1c1ccc(C(C)C)cc1 (stereo unspecified),-4.5,-0.8,0.4,0.1
CCOC(=O)C1=CC2(SC=C(C(=O)OCC)S2)C2=C(S1)C(C)(C)N(C(=O)Cc1ccccc1)c1ccccc12 (stereo unspecified),0.8,0.0,0.6,-0.3
CCOC(=O)N1CCC(N2CCC3(CC2)CC3C(=O)Nc2ccc3c(c2)OCO3)CC1 (stereo unspecified),1.2,1.6,-0.6,-0.1
Cc1ccc(/C=C2/NC(=O)N(c3cccc(Cl)c3)C2=O)cc1,-14.1,8.9,-0.2,0.0
CCN(CC)C(=O)CSc1nc2cc3c(cc2cc1C#N)OCO3,-7.1,0.0,-0.2,-0.3
N#Cc1cccc2c1-c1ccccc1/C2=N\O,7.4,5.7,-0.4,0.6
Cc1ccc(CNS(=O)(=O)c2ccc(-n3cccn3)cc2)o1,6.9,1.6,-0.4,-0.2
Cc1cc(NS(=O)(=O)c2ccc(NC(=O)CCCc3c[nH]c4ccccc34)cc2)no1,2.0,6.7,1.2,0.3
CSC1=NCCN1C(=O)Cc1cccs1,-2.1,3.8,-0.7,-0.1
SMILES,TEAD-YAP block,MITF primary,GPR151 ag,FBW7 act
CC(C)n1c(-c2ccc(C(=O)N3CCN(C)CC3)cc2)nc2c(NCCc3ccc(O)cc3)ncnc21,-2.6,8.8,1.0,-0.1
CC1CCC2(CC1)C(Nc1cccc(Cl)c1)=NC(=S)N2CC#N (stereo unspecified),-2.4,1.2,-0.8,-0.1
COc1ccc(S(=O)(=O)N2CCc3ccccc32)c2ccccc12,-6.6,-1.1,-1.1,-0.1
Cc1cc(C)c(NC(=O)CN2CCN(c3ccccn3)CC2)c(C)c1,0.1,-0.7,0.9,0.2
CC(C)Oc1ccccc1/C=C1/SC(N2CCCC2)=NC1=O,38.1*,-6.0,-2.2,0.1
Cc1nnc(SCCCN2C(=O)c3ccccc3C2=O)o1,-1.4,3.1,-0.8,-0.1
CC(C)NC(=O)CSc1ncccc1-c1nc2ccccc2[nH]1,-10.9,0.6,-0.6,-0.1
COc1ccc(-c2nnc3c4nnn(Cc5ccc(F)cc5)c4nc(C)n23)cc1,0.0,7.3,0.5,-0.1
CCCc1c(C)[nH]c2ccc(C(=O)O)cc2c1=S,3.6,39.6,-0.5,-0.4
CC(C)S(=O)(=O)N1CC[C@@H]2[C@H](CCCN2C(=O)c2cc(=O)c3ccccc3o2)C1,-4.3,-3.2,2.5,-0.1
O=[N+]([O-])c1ccc(OCC(O)CN(CCO)CC(O)Cn2ccc3ccccc32)cc1 (stereo unspecified),18.1,1.4,0.3,-0.1
CNS(=O)(=O)c1cccc(C(=O)OCC(N)=O)c1,1.5,-0.2,8.8*,0.0
CC1CC(C)(C)NC(=S)N1CCCC(=O)N1CCCCCC1 (stereo unspecified),4.9,8.8,-0.8,0.3
CC(=O)c1cccc(NC(=O)c2sc3nc4c(cc3c2N)CCCC4)c1,-45.4,-2.3,0.3,-0.1
CCOC(=O)c1ccc(N2C(=O)CC(NCc3ccc(F)cc3)C2=O)cc1 (stereo unspecified),6.6,6.5,0.3,0.5
CCOC(=O)c1cc2sc(C(=O)CCC(C)O)cc2[nH]1 (stereo unspecified),-30.4,-1.1,0.8,-0.1
Cc1ccc(-n2c(C)cc(/C=C3/SC(=Nc4cc(C)cc(C)c4)NC3=O)c2C)cc1,0.2,1.7,0.4,-0.3
C=CCc1cccc2cc(C(=O)Nc3cccc([N+](=O)[O-])c3)c(=O)oc12,1.8,0.2,0.5,-0.1
COc1ccc(-c2c(C#N)c(N)nc3sc(C(=O)c4ccc(C)cc4)c(N)c23)cc1,-4.3,-0.8,-0.9,0.0
O=C(c1cc2ccccc2o1)c1nc2c(n1O)CCCCC2,-15.4,-0.4,-1.9,-0.3
CCSc1nc2cc(S(=O)(=O)N3CCOCC3)ccc2o1,8.8,-5.0,1.9,0.0
COCC(=O)NC(c1nnc2n1CCN(Cc1cc(OC)ccc1OC)CC2)C(C)C (stereo unspecified),-2.0,0.1,1.6,-0.1
O=C(/C=C/c1ccccc1[N+](=O)[O-])OCC(=O)N1CCCC1=O,7.8,-2.8,0.7,-0.2
CC(C)N(CCNc1nc(NCc2ccc3c(c2)OCO3)nc2c1ncn2C(C)C)C(C)C,2.6,0.1,0.8,-0.1
CC1CCC(NC(=O)C2CCN(c3c4c(nc5ncnn35)CCC4)CC2)CC1 (stereo unspecified),-7.2,6.9,-0.2,0.0
SMILES,TEAD-YAP block,MITF primary,GPR151 ag,FBW7 act
O=C1CSC(=S)N1c1cccc([N+](=O)[O-])c1,2.1,0.1,-1.7,0.0
CC1CCCCN1C(=O)CN1C(=O)NC(C)(c2ccc(Cl)cc2Cl)C1=O (stereo unspecified),-5.7,-13.9,0.0,0.6
O=C(O/N=C1\CCCc2c1[nH]c1ccccc21)c1ccco1,15.5,-5.5,0.7,0.0
CCCCCCc1ccc(C(=O)Nc2cccc3ccccc23)cc1,-2.2,-8.3,1.2,-0.1
Cc1ccc2nc(-c3ccc(NC(=O)c4ccc(S(=O)(=O)N5CCc6ccccc65)cc4)cc3)sc2c1,-29.1,-0.3,1.9,-0.3
Cc1ccccc1OCC(=O)N/N=C/c1ccc(Br)s1,5.8,8.1,0.7,0.1
COC(=O)Cn1nc(C)n2ccnc2c1=O,3.1,-2.6,0.7,0.0
CCCCC1CN(CCC(=O)NCc2nccs2)Cc2ccccc2O1 (stereo unspecified),11.3,8.1,0.4,-0.1
O=[N+]([O-])c1ccc(Nc2cccc(CO)c2)c([N+](=O)[O-])c1,7.3,-5.0,-0.4,-0.1
COc1ccc(C2CC(C(F)(F)F)n3nc(C(=O)Nc4ccc(OC)c(OC)c4)cc3N2)cc1 (stereo unspecified),1.3,3.5,1.5,-0.1
O=C1CC(NC23CC4CC(CC(C4)C2)C3)C(=O)N1c1ccc(N2CCOCC2)cc1 (stereo unspecified),4.0,11.8,-0.8,0.2
CCOc1cc(C(=O)Nc2ccc(Br)cn2)cc(OCC)c1OCC,0.5,-5.5,-1.0,0.1
COCCn1c2ccccc2n2c(=O)n(CC(=O)Nc3ccccc3-c3ccccc3)nc12,-6.3,11.4,-1.1,0.0
O=S(=O)(c1cccc(S(=O)(=O)N2CCc3ccccc32)c1)N1CCCC1,43.0*,28.2,-1.3,0.3
O=C1N[C@@H](Cc2c[nH]c3ccccc23)C(=O)N2C[C@@H](NCc3ccc(F)c(F)c3)C[C@@H]12,4.3,7.9,-0.3,0.2
COc1ccc(Cl)cc1N1C(=O)C2C3CCC(C3)C2C1=O (stereo unspecified),12.1,-11.2,1.0,0.1
CCCNC(=O)Nc1ccc(Cl)c(C(=O)O)c1,2.0,64.3*,0.5,0.1
COc1ccc(C(C)NC(=O)c2csc3ccccc23)cc1OC (stereo unspecified),-2.3,4.4,-0.3,-0.3
COc1ccc(C(=O)N2CCn3c(CO)nnc3C2)cc1Cn1nc(C)cc1C,2.9,-1.8,0.2,0.0
O=C(Nc1cccc(Cl)c1)c1ccc(F)c(S(=O)(=O)N2CCOCC2)c1,-10.1,7.1,-1.9,0.0
O=C(N/N=C/c1ccc2c(c1)OCO2)C(=O)NC1CCCCC1,-2.9,11.7,0.3,0.2
O=C1N[C@H](Cc2ccc(O)cc2)C(=O)N2CCN(C(=O)c3ccccc3Cl)C[C@H]12,-10.4,-6.3,-0.6,-0.1
Cc1nc2ccccc2n1Cc1ccc(C(=O)NCCc2ccccc2)o1,-23.7,13.0,-0.4,0.7
COc1cccc(N2CCN(S(=O)(=O)c3ccc4c(c3)CC(=O)N4)CC2)c1,10.7,1.6,0.5,0.7
CCCNC(=O)c1ccc2nc(Nc3cccc(N(C)C)c3)sc2c1,-47.1,6.9,0.6,-0.1
SMILES,TEAD-YAP block,MITF primary,GPR151 ag,FBW7 act
c1cncc(CNc2ncnc3sc4c(c23)CCCC4)c1,-3.0,-11.3,-0.3,0.0
Fc1cccc2c1NC(c1ccccn1)C1CC=CC21 (stereo unspecified),11.4,7.6,4.4,0.0
COC(=O)COc1cccc(NC(=O)c2cccc(C)c2)c1,0.8,6.6,-5.8,-0.1
CCN1CCN(c2cc(C)c3cc(NC(=O)c4ccc([N+](=O)[O-])c(C)c4)ccc3n2)CC1,-2.8,-4.7,0.4,-0.3
CCOCC(=O)Nc1nc(-c2ccccc2)c(CC)s1,-6.5,10.1,-0.7,0.6
Cc1ccc(O)c([C@H](CCN(C(C)C)C(C)C)c2ccccc2)c1,-7.0,32.1,0.3,0.1
C=CCNc1nc(Cl)nc(N(CC)CC)n1,4.7,8.1,0.6,0.0
COc1cc(OC)cc(C(=O)N/N=C(\C)CC(=O)Nc2cccc(C)c2C)c1,49.9*,-8.3,2.3,0.0
COc1ccccc1C1/C(=C(/O)c2ccccc2)C(=O)C(=O)N1CCNCCO (stereo unspecified),-18.9,-1.5,0.6,0.0
Cc1ccccc1CN1CCOc2ccc(C(C)(O)CN(C)C)cc2C1 (stereo unspecified),-6.8,-22.8,0.3,-0.3
CCOCCCn1c(C)cn2c3c(=O)[nH]c(=O)n(C)c3nc12,-6.3,-8.7,0.7,-0.1
CCc1cc2c(=O)oc(-c3ccc(Br)cc3)nc2s1,-1.6,-7.7,-1.1,-0.1
CCOc1cc(/C=C2/SC(=Nc3ccccc3)NC2=O)ccc1O,52.4*,7.8,-1.0,0.0
COc1cc(/C=N\Nc2ccc([N+](=O)[O-])cn2)ccc1OCC(=O)O,-15.0,10.6,0.6,-0.1
CC(=O)c1ccc(NC(=O)N2CCC(O)(c3ccc4c(c3)OCO4)CC2)cc1,-19.4,-3.5,0.6,-0.2
Cc1ccc(COc2ccc(C=O)cc2)cc1,-30.3,-8.3,-0.8,0.0
C=CCNC(SCC(=O)c1ccccc1)=C(C#N)C#N,9.0,11.6,0.7,0.3
O=C(CNc1ccc(I)cc1)N/N=C/c1ccco1,4.6,-6.0,-0.4,0.0
N#CCCN(N)C(=S)Nc1ccc(F)cc1,-2.0,1.8,1.8,0.0
O=C(CSc1nc2ncccc2[nH]1)N1CCOCC1,-1.3,9.6,-0.7,-0.3
COc1ccc(C(=O)OC(COc2cccc3ccccc23)CN(C)C2=NS(=O)(=O)c3ccccc32)cc1 (stereo unspecified),-1.3,1.3,-0.5,-0.1
O=C(Nc1cc(Sc2nc3ccccc3s2)cc([N+](=O)[O-])c1)c1ccc(F)cc1F,-0.9,-8.5,-0.3,-0.1
O=C1CC(c2ccccc2)CC2=C1C(c1ccc(OC(F)(F)F)cc1)Nc1ccccc1N2 (stereo unspecified),0.1,-13.6,-0.1,0.6
C=CCOc1ccc(CN(C)CCC(N)=O)cc1,1.2,30.7,0.2,-0.1

# 5 consecutive compounds already listed, for reference:
SMILES,TEAD-YAP block,MITF primary,GPR151 ag,FBW7 act
O=C(CSc1nc2ncccc2[nH]1)N1CCOCC1,-1.3,9.6,-0.7,-0.3
COc1ccc(C(=O)OC(COc2cccc3ccccc23)CN(C)C2=NS(=O)(=O)c3ccccc32)cc1 (stereo unspecified),-1.3,1.3,-0.5,-0.1
O=C(Nc1cc(Sc2nc3ccccc3s2)cc([N+](=O)[O-])c1)c1ccc(F)cc1F,-0.9,-8.5,-0.3,-0.1
O=C1CC(c2ccccc2)CC2=C1C(c1ccc(OC(F)(F)F)cc1)Nc1ccccc1N2 (stereo unspecified),0.1,-13.6,-0.1,0.6
C=CCOc1ccc(CN(C)CCC(N)=O)cc1,1.2,30.7,0.2,-0.1

# Assay outcomes from PubChem.
